mcGAS inh: inhibitors of mouse cGAS; inhibition, % at 12.5 µM; recombinant cGAS, Kinase-Glo ATP depletion luminescence; 0.15% of 160,000 active;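 note: 0% = negative control wells and 100% = reference inhibitor with no enzyme activity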
NPYLR7 ag: mosquito NPYLR7 agonism | HEK293T NPYLR7/Galpha15, GCaMP6s calcium fluorescence | activation, % at 10 µM | 0.15% of 270,000 active | AID 1259423; in the data active = activation above about 40%;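 note: 0% = vehicle and 100% = reference agonist at the receptor; some compounds past the cut are filed as inactive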
hcGAS inh: blocks human cGAS activity | Q8N884 | recombinant h-cGAS, ATP depletion, Kinase-Glo luminescence | inhibition, % at 12.5 µM | 0.081% of 290,000 active;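 note: 0% = vehicle reaction and 100% = reaction without DNA for no activity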
Target sequence (Q8N884 whole entry, looked up): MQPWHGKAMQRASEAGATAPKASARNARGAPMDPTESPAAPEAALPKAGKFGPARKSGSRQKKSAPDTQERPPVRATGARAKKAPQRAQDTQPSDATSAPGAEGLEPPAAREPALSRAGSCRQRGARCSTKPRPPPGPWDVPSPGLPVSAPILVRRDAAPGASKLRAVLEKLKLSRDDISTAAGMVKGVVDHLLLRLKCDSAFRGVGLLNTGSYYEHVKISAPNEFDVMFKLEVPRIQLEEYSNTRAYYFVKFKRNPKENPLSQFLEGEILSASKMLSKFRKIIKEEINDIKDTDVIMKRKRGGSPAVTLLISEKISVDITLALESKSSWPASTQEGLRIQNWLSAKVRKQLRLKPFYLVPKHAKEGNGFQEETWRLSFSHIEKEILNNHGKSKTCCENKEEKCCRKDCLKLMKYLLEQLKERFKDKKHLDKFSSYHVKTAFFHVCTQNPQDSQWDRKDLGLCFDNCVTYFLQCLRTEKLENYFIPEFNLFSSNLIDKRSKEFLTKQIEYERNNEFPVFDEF
* hit, by the source's call; · = no result given; & = joins results of further samples. Cut-off read from the data, not from the text of the source, unless noted: active = inhibition above about 40%; inactive = the rest.

| SMILES | mcGAS inh | NPYLR7 ag | hcGAS inh |
| --- | --- | --- | --- |
| Cc1ccc2nc(-c3ccccc3C)c(NC(=O)C3CC3)n2c1 | -5 | -4 | -5 |
| CCNc1nc2c(c(=O)[nH]c(=O)n2C)n1CCOC | · | 19 | -12 |
| CC(C(=O)NC1CCOc2ccccc21)N1CCc2sccc2C1 (configuration not stated) | · | -1 | -20 |
| N#Cc1cccc(OC2CC3CCC(C2)N3C(=O)c2ccc(CN(Cc3ccccc3)Cc3ccccc3)cc2)c1 (configuration not stated) | -8 | 8 | -13 |
| O=C(NCCn1nc(-c2cccs2)ccc1=O)C1CCCC1 | -8 | 0 | 0 |
| Cc1ccccc1Cn1c(C(=O)N2CCN(C(=O)Nc3ccc(C#N)cc3)C(C)C2)cc2ccsc21 (configuration not stated) | -4 | -2 | -14 |
| CC(C)C(NC(=O)Cn1ncc2ccccc2c1=O)c1ccc(C(C)(C)C)cc1 (configuration not stated) | · | 4 | -7 |
| O=C(NC(c1ccccc1)c1ccc(Cl)cc1)c1ccc(CSc2nnc3ccccn23)cc1 (configuration not stated) | -3 | 1 | -9 |
| CCSc1ncc(CN2CCC3(CCCN(Cc4cccc(OC)c4OC)C3)C2)cn1 (configuration not stated) | · | 0 | -5 |
| CCOc1ccc(N2C(=O)NC(=O)/C(=C\c3ccc(O)c(OCC)c3)C2=O)cc1 | 1 | -3 | 2 |
| CC1(C(=O)Nc2ccc3c(c2)OCO3)CCN1Cc1c(F)cccc1F (configuration not stated) | · | -3 | 3 |
| Cc1cc(C(=O)N2[C@@H](c3ccccc3)[C@@H](C(=O)O)C[C@]23CCCCNC3=O)c(C)o1 | -9 | 0 | -11 |
| COc1ccc(C(=O)NC2CCN(c3ccccc3C(=O)NCCc3ccccc3OC)CC2)cc1 | · | 0 | -6 |
| COc1cc2c(cc1OC)C(c1ccccc1)N(C(=O)Nc1ccc(F)cc1F)CC2 (configuration not stated) | 2 | 2 | 3 |
| CCOC(=O)c1ccc(Nc2nnc(Cc3ccc(C)cc3)c(=O)[nH]2)cc1 | · | 9 | -4 |
| Oc1ccc(N=Nc2ccccc2F)c2cccnc12 | · | 2 | -10 |
| Cc1noc([C@@]23CN(C(=O)CCO)C[C@@H]2CCN(C(=O)C(C)C)C3)n1 | -5 | · | -11 |
| CN(C)CCCN(C(=O)c1cccc(Br)c1)c1nc2c(F)cc(F)cc2s1 | -8 | 3 | -3 |
| COCCCNC(=O)c1cc(NC(=O)Nc2ccc([N+](=O)[O-])cc2)ccc1N1CCCC1 | -6 | -3 | -10 |
| O=C(Cc1nc2ccccc2c(=O)[nH]1)NCc1ccccc1 | · | 2 | -17 |
| CCC(NC(=O)c1cc(COc2cccc(F)c2)[nH]n1)c1ccccn1 (configuration not stated) | -13 | 24 | -10 |
| CC(C)c1ccccc1NC(=O)N1CCN(c2ncccc2C(=O)NCc2ccc3c(c2)OCO3)CC1 | -4 | 8 | 0 |
| COc1ccc(CC(=O)Nc2nnc(SCC(=O)Nc3ccccc3C(F)(F)F)s2)cc1 | · | -8 | -4 |
| CCc1ccc(N2C(=O)c3ccccc3NC2c2ccc(OCC(N)=O)cc2)cc1 (configuration not stated) | -5 | 1 | -3 |
| Cc1cccc(C2SCC(=O)N(CC(=O)NCc3ccccn3)c3c2c(-c2ccccc2)nn3-c2ccccc2Cl)c1 (configuration not stated) | -6 | 19 | -8 |
| Cc1ccc(NC(=O)COC(=O)Cn2c(C)csc2=O)cc1 | · | 4 | -1 |
| COCCn1c(SCCO)nc2c([nH]c3ccccc32)c1=O | -7 | -1 | 0 |
| CCCCOCC(=O)N1CCC(c2[nH]ncc2CC)CC1 | -6 | 1 | -1 |
| O=C(O)Cc1cc(-c2ccc3c(c2)OCCO3)on1 | · | -5 | -13 |
| CCCCn1c(C2CC(=O)N(c3ccccc3)C2)nc2ccccc21 (configuration not stated) | -8 | 5 | -11 |
| CN(C)c1ccc(O)c2c1C[C@H]1C[C@H]3[C@H](N(C)C)C(=O)C(C(N)=O)C(=O)[C@@]3(O)C(=O)C1=C2O (some centres not stated) | -4 | -1&-8&-6 | 6&-2&-1 |
| O=C(c1cc(=O)c2ccccc2o1)N1CCN(c2ncnc3c2nnn3-c2ccc(Cl)cc2)CC1 | -8 | -2 | -8 |
| CC1(C)CC(=O)C(CC(=O)c2ccccc2)C(=O)C1 | -3 | 0 | -3 |
| CC(=NNc1ncnc2sc3c(c12)CCC3)c1cc2ccccc2o1 | · | 2 | -7 |
| O=C(CN1C(=O)C2(OCCO2)c2cc(Br)ccc21)c1cccc2ccccc12 | -5 | -4 | 3 |
| Cc1ccccc1CSc1nc2c(c(=O)n1C)SCC2 | -7 | -2 | -5 |
| Cc1cc(Br)ccc1NC(=O)c1cnn(C)c1C(F)(F)F | · | 4 | -11 |
| COCc1c(C(=O)NC2CCN3CCCCC23)sc2cccc(F)c12 (configuration not stated) | -7 | 3 | -12 |
| O=C(Nc1cccc(C(F)(F)F)c1)N1CCc2nc(Cc3cccc(F)c3)nc(N3CCOCC3)c2C1 | -4 | -1 | -7 |
| Cc1c(NC(=O)C2CCCO2)cccc1C(=O)Nc1cnc2n1CCCC2 (configuration not stated) | · | 10 | -4 |
| CC1CC(O)(C#N)C(C)CN1C (configuration not stated) | -8 | 1 | -15 |
| CNC(=O)C(C#N)C(=O)CCc1cccc(OC2CCCC2)c1 (configuration not stated) | · | -7 | -4 |
| O=C(NCc1nnnn1-c1ccc(F)c(F)c1)c1ccc([N+](=O)[O-])cc1 | -8 | 0 | -7 |
| CCOc1ccc(CN2CCN(Cc3ccc4cc(F)ccc4n3)CC2CCO)cc1 (configuration not stated) | · | 6 | -5 |
| CC1(C(=O)NS(C)(=O)=O)CCN1C(=O)CCc1cccs1 (configuration not stated) | · | -1 | -5 |
| CCOC(=O)c1ccc(NC(=O)N(CCC(C)C)C(CC)c2nc3ccccc3c(=O)n2-c2ccccc2OC)cc1 (configuration not stated) | 2 | -10 | 1 |
| COc1ccccc1-n1cc(-c2c(-c3ccccc3)ncn2[C@H](C)C(N)=O)cn1 | · | 1 | -4 |
| Cc1ccc(C(O)=C2C(=O)C(=O)N(CCN3CCOCC3)C2c2cccnc2)cc1 (configuration not stated) | -7 | 1 | -4 |
| O=C1OCCN1CC(=O)N(CC#Cc1ccccc1)C1CCCC1 | -3 | -4 | 5 |
| COc1ccc(S(=O)(=O)NC2CCCCCC2)cc1OC | -5 | 1 | -6 |
| Cc1ncc(C[n+]2csc(CCO)c2C)c(N)n1 | · | -5 | 0 |
| Cc1c(C(=O)NC2CC2)cc(-c2ccc(Cl)cc2)n1-c1cccc(F)c1 | 0 | -14 | 5 |
| CCN(C(=O)CSc1nncn1-c1ccccc1OC)C1CCCCC1 | · | 3 | -9 |
| Cc1nc(S(=O)(=O)N2CCC3(CCCN(C)C3=O)C2)cn1C (configuration not stated) | · | -6 | -3 |
| COCCN(CC(=O)N(CCc1ccc(OC)c(OC)c1)Cc1ccco1)C(=O)c1ccc(-c2ccccc2)cc1 | -4 | 5 | -4 |
| CN(Cc1cc(C2CC2)n[nH]1)C(=O)CCc1cn2ccccc2n1 | · | 3 | -6 |
| Cc1ccoc1C1=NNC(=CN(C)CC2CCN(CC(C)O)CC2)O1 (configuration not stated) | · | -5 | -5 |
| Cc1cc(C(=O)OCc2nnc(-c3ccco3)o2)c(C)n1C1CC1 | · | 2 | -4 |
| O=S(=O)(c1ccc(NN=C2CCCCCCC2)nc1)N1CCCCC1 | · | 2 | -3 |
| O=C(NCCc1ccc(Cl)cc1)c1ccc(N2CCOC2=O)cc1 | · | 0 | -10 |

(listing goes on)
| SMILES | mcGAS inh | NPYLR7 ag | hcGAS inh |
| --- | --- | --- | --- |
| Cc1nc(NCCNC(=O)Nc2ccc3c(c2)OCCO3)cc(N2CCCC2)n1 | · | 1 | -1 |
| O=C(NCc1cccs1)C(=O)NCC1CCCO1 (configuration not stated) | 0 | 0 | 0 |
| Cc1ccc(C)c(C2c3cccn3CCCN2Cc2ccc(F)c(Cl)c2)c1 (configuration not stated) | 1 | -9 | 1 |
| C=CCOC(=O)c1sc(NC(=O)CN2CCCC(C)C2)c(C(=O)OCC)c1C (configuration not stated) | -4 | -5 | -6 |
| CCOc1c(Br)cc(/C=C/c2ncc(C(=O)O)s2)cc1OC | -13 | 13 | -10 |
| CCC(=O)c1ccc(OCC(=O)c2ccc3c(c2)OCCO3)cc1 | · | -8 | -5 |
| O=C1CSC(=S)N1c1ccc2c(c1)OCCO2 | · | -10 | -4 |
| COc1cccc(Cc2nsc(Oc3ccc(CC(=O)NCCc4ccc(OC)c(OC)c4)cc3)n2)c1 | -3 | 3 | -2 |
| Cc1ccccc1C(NC(=O)C1CCN(Cc2cccc(C(F)(F)F)c2)CC1)c1ccsc1 (configuration not stated) | -2 | 6 | 0 |
| O=C(O)[C@H]1C[C@H](C(=O)Nc2ccc(F)cc2)CN(Cc2cc3ccccc3o2)C1 | · | 6 | -1 |
| Cc1ccccc1-c1noc(CS(=O)Cc2cccc(F)c2)n1 (configuration not stated) | · | 3 | -8 |
| Cc1ccc(Nc2nc(NCCN(C)C)nc3nccnc23)cc1C | · | 3 | -4 |
| CC1CCCCC1OCCN1C(C(N)=O)CC2CCCCC21 (configuration not stated) | · | 2 | -10 |
| CC1=C(C(=O)Nc2ccc(F)c(F)c2)C(c2cccc(C#N)c2)N(C)C(=O)N1C (configuration not stated) | · | 5 | -14 |
| Cc1ccccc1CNc1ccccc1C(N)=O | · | -3 | -5 |
| CCOC(=O)c1c(-c2ccccc2)c2cc(Cl)ccc2[nH]c1=O | · | -2 | -5 |
| Cc1nc2cc3c(cc2n1CC(O)CN1CCC(C)CC1)OCCO3 (configuration not stated) | · | -4 | 1 |
| CCOC(=O)c1c(NC(=O)c2cccc(F)c2)sc(C(=O)Nc2ccccc2OC)c1C | -5 | -5 | -6 |
| O=C(c1cc(Cl)cc(Cl)c1)N1CCN(c2nccc(-c3ccc(N4CCOCC4)cc3)n2)CC1 | -6 | 5 | -6 |
| COc1ccccc1-c1cccc(C(=O)N2CCCC(O)(CO)CC2)c1 (configuration not stated) | · | 8 | -5 |
| CC(C)=CC(=O)N1CC[C@@]2(O)CCN(C3CCCCC3)C[C@H]2C1 | -4 | · | -10 |
| Cc1cccc2c(=O)n3cc(C(=O)c4ccccc4O)cc(Cl)c3nc12 | · | 10 | -6 |
| CC(C)(O)C#Cc1ccccc1C(=O)NC(CSCc1ccccc1)C(=O)O (configuration not stated) | -8 | -1 | -6 |
| CC(C)Nc1ncccc1C(=O)NCCc1cccnc1 | -4 | 3 | -3 |
| O=C(CC(c1cccc([N+](=O)[O-])c1)c1c[nH]c2ccccc12)NCc1ccc(F)cc1 (configuration not stated) | -3 | -1 | -6 |
| Cc1ccc(-c2cncc(C(=O)N3CCOCC3)n2)c(-n2nc(C)cc2C)c1 | · | 1 | 2 |

Grouped by structure, the entries above with fluorine
| SMILES | mcGAS inh | NPYLR7 ag | hcGAS inh |
| --- | --- | --- | --- |
| CC1(C(=O)Nc2ccc3c(c2)OCO3)CCN1Cc1c(F)cccc1F (configuration not stated) | · | -3 | 3 |
| COc1cc2c(cc1OC)C(c1ccccc1)N(C(=O)Nc1ccc(F)cc1F)CC2 (configuration not stated) | 2 | 2 | 3 |
| Oc1ccc(N=Nc2ccccc2F)c2cccnc12 | · | 2 | -10 |
| CN(C)CCCN(C(=O)c1cccc(Br)c1)c1nc2c(F)cc(F)cc2s1 | -8 | 3 | -3 |
| CCC(NC(=O)c1cc(COc2cccc(F)c2)[nH]n1)c1ccccn1 (configuration not stated) | -13 | 24 | -10 |
| COc1ccc(CC(=O)Nc2nnc(SCC(=O)Nc3ccccc3C(F)(F)F)s2)cc1 | · | -8 | -4 |
| Cc1cc(Br)ccc1NC(=O)c1cnn(C)c1C(F)(F)F | · | 4 | -11 |
| COCc1c(C(=O)NC2CCN3CCCCC23)sc2cccc(F)c12 (configuration not stated) | -7 | 3 | -12 |
| O=C(Nc1cccc(C(F)(F)F)c1)N1CCc2nc(Cc3cccc(F)c3)nc(N3CCOCC3)c2C1 | -4 | -1 | -7 |
| O=C(NCc1nnnn1-c1ccc(F)c(F)c1)c1ccc([N+](=O)[O-])cc1 | -8 | 0 | -7 |
| CCOc1ccc(CN2CCN(Cc3ccc4cc(F)ccc4n3)CC2CCO)cc1 (configuration not stated) | · | 6 | -5 |
| Cc1c(C(=O)NC2CC2)cc(-c2ccc(Cl)cc2)n1-c1cccc(F)c1 | 0 | -14 | 5 |
| Cc1ccc(C)c(C2c3cccn3CCCN2Cc2ccc(F)c(Cl)c2)c1 (configuration not stated) | 1 | -9 | 1 |
| Cc1ccccc1C(NC(=O)C1CCN(Cc2cccc(C(F)(F)F)c2)CC1)c1ccsc1 (configuration not stated) | -2 | 6 | 0 |
| O=C(O)[C@H]1C[C@H](C(=O)Nc2ccc(F)cc2)CN(Cc2cc3ccccc3o2)C1 | · | 6 | -1 |
| Cc1ccccc1-c1noc(CS(=O)Cc2cccc(F)c2)n1 (configuration not stated) | · | 3 | -8 |
| CC1=C(C(=O)Nc2ccc(F)c(F)c2)C(c2cccc(C#N)c2)N(C)C(=O)N1C (configuration not stated) | · | 5 | -14 |
| CCOC(=O)c1c(NC(=O)c2cccc(F)c2)sc(C(=O)Nc2ccccc2OC)c1C | -5 | -5 | -6 |
| O=C(CC(c1cccc([N+](=O)[O-])c1)c1c[nH]c2ccccc12)NCc1ccc(F)cc1 (configuration not stated) | -3 | -1 | -6 |

Complete entries, looked up by structure:
Results for `O=C(CC(c1cccc([N+](=O)[O-])c1)c1c[nH]c2ccccc12)NCc1ccc(F)cc1` (configuration not stated) : mcGAS inh = -3; NPYLR7 ag = -1; hcGAS inh = -6
Results for `CCOC(=O)c1c(-c2ccccc2)c2cc(Cl)ccc2[nH]c1=O` : mcGAS inh = ·; NPYLR7 ag = -2; hcGAS inh = -5

Screening results as filed in PubChem.

No enrichment for hits; any-hit rate near 0.27%.
